Screening data: PubChem, National Center for Advancing Translational Sciences (NCATS)
L3MBTL1 block – inhibitors of human L3MBTL1 | AlphaScreen L3MBTL1–H3K9me1 peptide binding | Potency, µM (top dose mostly 57.1 µM), for the others: at the highest dose activity, negative = inhibition, actives largely listed as inhibitors | 230,000 tested, 0.66% active | AID 485360; further: nearly all actives have a fitted effect of over 60% in size
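Displacement of a biotinylated histone H3(1-15) peptide monomethylated at Lys9 (75 nM) from L3MBTL1 (50 nM) was measured by AlphaScreen after a 30 min room-temperature compound incubation; cefsulodin titration served as intraplate control.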
GAA glycogen – GAA glycogen-cleavage inhibition or activation; 300,000 tested, 0.38% active; AID 2100; recombinant GAA, glycogen substrate, Amplex Red glucose oxidase fluorescence; Potency, µM (doses to about 76.4 µM), for inactives: top-dose activity change, negative = inhibition, usual class: inhibitors;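 further: 0% = full enzyme reaction and -100% = no-enzyme basal signal; the screen sought inhibitors and activators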
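Recombinant human enzyme (4 nM); glycogen substrate; 37 C, 40 min, pH 5.0. Readout: coupled glucose oxidase/Amplex Red fluorescence.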
GAA inh – inhibitors of human lysosomal alpha-glucosidase. purified human GAA, 4-MU-alpha-glucoside fluorescence. 200,000 tested, 0.005% active. P10253. Potency, µM (doses to about 76.9 µM), without a hit: top-dose activity change, negative = inhibition, actives largely listed as inhibitors;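 further: plate controls were uninhibited enzyme wells for no effect and no-enzyme background for full effect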
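Compounds are titrated up to 77 uM against 4 nM human enzyme. Substrate 4-methylumbelliferyl-alpha-D-pyranoside (400 uM) reacts 20 min at room temperature in pH 5.0 buffer; liberated 4-methylumbelliferone is read at 440 nm.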
GAA spleen mod – inhibitors or activators of human alpha-glucosidase in spleen homogenate; P10253; human spleen homogenate, 4-MU-alpha-glucoside fluorescence; Potency, µM (series often up to 79.9 µM), for inactives: at the highest dose activity change, negative = inhibition, usual class: inhibitors; 240,000 tested, 0.006% active;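 further: 0% = enzyme with vehicle and -100% = no enzyme basal signal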
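AC50 values come from Hill-equation fits of concentration-response data, normalized to no-enzyme and full-activity controls. Enzyme source: 1 ug human spleen homogenate; 1 mM fluorogenic 4-MU glucoside, pH 5.0 citrate buffer, 37 C, 40 min.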
RGS12 GoLoco inh – blocks human Gai1 binding to RGS12 GoLoco peptide, red readout. P63096. Gai1:RGS12 GoLoco peptide FP, rhodamine, 10 min. Potency, µM (titrated, usually from 61.6 µM), without a hit: top-dose activity, negative = inhibition, actives largely listed as inhibitors. 230,000 tested, 0.44% active. AID 880; active means well fitted inhibition curve with a large enough effect, not every such curve was filed as active; inactive means no such curve, though single readings can be large or run the other way; further: nearly all actives have a fitted effect of over 30% in size; many of its hits are not listed in these tables
TR SRC2 fluor cs – Texas Red fluorescence interference in TRb-SRC2 counter-screen; AID 1479; 280,000 tested, 0.29% active; Potency, µM (series often up to 106 µM), for the others: at the highest dose fluorescence change, negative = quenching; TRb/SRC2 Texas Red total fluorescence interference; active means well fitted curve in either direction with a large enough effect; inconclusive means small, poorly fitted or top-dose-only effect
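Human TRb ligand-binding domain at 0.6 uM with 20 nM Texas Red SRC2 peptide in Tris buffer containing 1 uM T3 and 5% DMSO, incubated with compound 5 h at ambient temperature. Total fluorescence (555/632 nm) calculated as parallel + 2 × perpendicular.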
TRb SRC2 PPI – TRbeta-SRC2 interaction inhibition; P10828; Potency, µM (top dose mostly 106 µM), for the others: at the highest dose activity change, negative = inhibition, most hits filed as inhibitors; TRbeta-SRC2 peptide binding, fluorescence polarization; receptor liganded with 1 µM T3; 280,000 tested, 0.065% active;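 further: plate controls were bound peptide for no effect and peptide without receptor for full effect; nearly all actives have a fitted effect of over 50% in size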
Target sequence (P10828 whole entry, looked up): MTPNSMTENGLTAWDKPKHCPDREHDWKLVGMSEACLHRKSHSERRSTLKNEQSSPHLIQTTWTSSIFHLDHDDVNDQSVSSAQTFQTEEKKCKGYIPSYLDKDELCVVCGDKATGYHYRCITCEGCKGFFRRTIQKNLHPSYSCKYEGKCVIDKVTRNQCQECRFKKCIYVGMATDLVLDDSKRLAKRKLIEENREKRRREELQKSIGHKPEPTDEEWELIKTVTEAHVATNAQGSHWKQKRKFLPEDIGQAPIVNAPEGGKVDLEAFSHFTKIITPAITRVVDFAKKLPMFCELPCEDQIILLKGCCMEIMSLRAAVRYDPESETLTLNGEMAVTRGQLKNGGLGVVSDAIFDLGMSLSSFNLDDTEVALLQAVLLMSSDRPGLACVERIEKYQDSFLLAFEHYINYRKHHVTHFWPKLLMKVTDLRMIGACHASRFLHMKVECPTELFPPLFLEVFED
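Each compound concentration gave % activity, normalized to unbound and bound Texas Red SRC2 controls, from polarization read after 5 hr ambient incubation with T3-loaded human TRb LBD.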
RECQ1 helicase – inhibitors of human RECQ1 DNA helicase; 240,000 tested, 0.54% active; Potency, µM (top dose mostly 57.3 µM), for the others: top-dose activity, negative = inhibition, most hits filed as inhibitors; P46063; RECQ1 DNA unwinding, red fluorescence kinetic read;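 further: plate controls were vehicle for no effect and no enzyme for full effect; nearly all actives have a fitted effect of over 30% in size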
Target sequence (P46063 whole entry, looked up): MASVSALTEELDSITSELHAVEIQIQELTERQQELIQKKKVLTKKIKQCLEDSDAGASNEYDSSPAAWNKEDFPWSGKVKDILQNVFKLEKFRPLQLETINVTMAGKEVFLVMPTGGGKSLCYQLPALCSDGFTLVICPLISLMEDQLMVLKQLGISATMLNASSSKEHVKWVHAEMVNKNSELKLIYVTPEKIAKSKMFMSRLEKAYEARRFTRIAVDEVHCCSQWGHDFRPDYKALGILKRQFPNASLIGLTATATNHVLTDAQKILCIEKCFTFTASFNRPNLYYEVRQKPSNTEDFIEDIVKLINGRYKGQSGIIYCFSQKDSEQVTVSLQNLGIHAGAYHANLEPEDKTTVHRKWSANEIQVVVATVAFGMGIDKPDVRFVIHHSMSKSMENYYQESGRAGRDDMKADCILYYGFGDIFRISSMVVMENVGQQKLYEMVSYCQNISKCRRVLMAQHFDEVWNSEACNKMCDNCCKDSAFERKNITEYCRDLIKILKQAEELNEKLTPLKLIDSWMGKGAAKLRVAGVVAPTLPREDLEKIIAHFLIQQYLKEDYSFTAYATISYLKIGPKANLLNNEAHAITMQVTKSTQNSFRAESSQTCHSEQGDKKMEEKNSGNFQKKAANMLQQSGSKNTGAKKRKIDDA
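RECQ1T1 50 nM; forked duplex (20 bp + 30-nt ss tails) 200 nM, ATP 2 mM final; pH 8.0, 2 mM MgCl2, 2.5 ug/ml poly(dI-dC); 15 min compound preincubation; discontinuous kinetic read over 2 h at RT.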
An asterisk follows results filed as active; & = joins results of further samples. Unless noted, the call rests on the fitted dose curve; in most records, active means well fitted curve in the direction sought with a large enough effect; inconclusive means small, poorly fitted or top-dose-only effect, or another doubt; inactive means no such curve, though single readings can be large; an effect the other way counts as inactive or inconclusive. Unless noted, on the % scale 0 is the no-effect control and ±100 the full control effect; potency means the concentration at half of the fitted maximal effect. The list is partial, so the mix of outcomes need not match the whole.

For CCCCn1c2nc3ccccc3nc2c2c(=O)n(-c3ccccc3)cnc21 the results were L3MBTL1 block -3%, GAA glycogen -2%, GAA inh inconclusive, GAA spleen mod -1%, RGS12 GoLoco inh -2%, TR SRC2 fluor cs -2%, TRb SRC2 PPI 0% and RECQ1 helicase -4%.
For CNC(=O)CSc1nc(-c2ccccc2)c(-c2ccccc2)[nH]1 the results were L3MBTL1 block -7%, GAA glycogen 8%, GAA inh 2%, GAA spleen mod -5%, RGS12 GoLoco inh -14%, TR SRC2 fluor cs -1%, TRb SRC2 PPI 5% and RECQ1 helicase -3%.
For CCOC(=O)c1cc(C#N)c(SCC(=O)Nc2ccc(C(C)=O)cc2)[nH]c1=O the results were L3MBTL1 block 3%, GAA glycogen -8%, GAA spleen mod -1%, RGS12 GoLoco inh 7%, TR SRC2 fluor cs 1%, TRb SRC2 PPI 2% and RECQ1 helicase -1%.
`Cc1nn(C)c(C)c1S(=O)(=O)N1CCC(C(=O)NC(C)c2ccccc2)CC1` (stereo not drawn) gave L3MBTL1 block 10%, GAA glycogen -4%, GAA inh -4%, GAA spleen mod -2%, RGS12 GoLoco inh -2%, TR SRC2 fluor cs -2%, TRb SRC2 PPI -2% and RECQ1 helicase 10%.
`O=C(c1cnn2c(C(F)F)cc(-c3ccccc3)nc12)N1CCc2ccccc2C1` gave L3MBTL1 block 7%, GAA glycogen 17%, GAA inh 6%, GAA spleen mod 5%, RGS12 GoLoco inh 14%, TR SRC2 fluor cs -3%, TRb SRC2 PPI 4% and RECQ1 helicase -6%.
Screening CCN(CC)c1ccc(C(=O)c2cnc(/N=C/N(C)C)s2)cc1 returned L3MBTL1 block 17%, GAA glycogen 2%, GAA inh -2%, GAA spleen mod -2%, RGS12 GoLoco inh 7%, TR SRC2 fluor cs -4%, TRb SRC2 PPI -4% and RECQ1 helicase -16%.
Cc1cc(NC(=O)CSc2ccc(F)cc2)no1 was read as GAA glycogen -5%, GAA inh 5%, GAA spleen mod -1%, RGS12 GoLoco inh -7%, TR SRC2 fluor cs -2%, TRb SRC2 PPI 9% and RECQ1 helicase -16%.
For O=C(c1ccc(=O)oc1)N1CCN(C(c2ccccc2)c2ccccc2)CC1 the results were L3MBTL1 block -6%, GAA glycogen 0%, GAA inh -5%, GAA spleen mod -2%, RGS12 GoLoco inh 7%, TR SRC2 fluor cs 2%, TRb SRC2 PPI -2% and RECQ1 helicase -17%.
Cc1ccc(S(=O)(=O)NCC2CCC(C(=O)NCc3ccco3)CC2)cc1 (stereo not drawn) was read as L3MBTL1 block -1%, GAA glycogen 2%, GAA inh 7%, GAA spleen mod -1%, RGS12 GoLoco inh 0%, TR SRC2 fluor cs 1%, TRb SRC2 PPI -12% and RECQ1 helicase -5%.
O=S(=O)(NC1CCN(Cc2ccccc2)CC1)c1cccc2cccnc12 was read as L3MBTL1 block -3%, GAA glycogen 1%, GAA inh 0%, GAA spleen mod 1%, RGS12 GoLoco inh -1%, TR SRC2 fluor cs 0%, TRb SRC2 PPI -1% and RECQ1 helicase inconclusive.

Continued, overlapping the part above by 3 compounds.
For O=C(c1ccc(=O)oc1)N1CCN(C(c2ccccc2)c2ccccc2)CC1 the results were L3MBTL1 block -6%, GAA glycogen 0%, GAA inh -5%, GAA spleen mod -2%, RGS12 GoLoco inh 7%, TR SRC2 fluor cs 2%, TRb SRC2 PPI -2% and RECQ1 helicase -17%.
Cc1ccc(S(=O)(=O)NCC2CCC(C(=O)NCc3ccco3)CC2)cc1 (stereo not drawn) was read as L3MBTL1 block -1%, GAA glycogen 2%, GAA inh 7%, GAA spleen mod -1%, RGS12 GoLoco inh 0%, TR SRC2 fluor cs 1%, TRb SRC2 PPI -12% and RECQ1 helicase -5%.
O=S(=O)(NC1CCN(Cc2ccccc2)CC1)c1cccc2cccnc12 was read as L3MBTL1 block -3%, GAA glycogen 1%, GAA inh 0%, GAA spleen mod 1%, RGS12 GoLoco inh -1%, TR SRC2 fluor cs 0%, TRb SRC2 PPI -1% and RECQ1 helicase inconclusive.
For COc1cc(/C=N/NC(=O)c2cccc(S(=O)(=O)N3CCCCC3)c2)cc(Br)c1O the results were L3MBTL1 block -10%, GAA glycogen 11%, GAA inh -5%, GAA spleen mod -12%, RGS12 GoLoco inh 3%, TR SRC2 fluor cs -1%, TRb SRC2 PPI -7% and RECQ1 helicase -11%.
Cc1cccc(COc2ccc(/C(O)=C3\C(=O)C(=O)N(CCN(C)C)C3c3ccncc3)cc2)c1 (stereo not drawn) was read as L3MBTL1 block -1%, GAA glycogen -13%, GAA inh -6%, GAA spleen mod -2%, RGS12 GoLoco inh 6%, TR SRC2 fluor cs -1%, TRb SRC2 PPI 3% and RECQ1 helicase -2%.
O=C(NCc1ccco1)C(c1ccncc1)N(CCC1=CCCCC1)C(=O)Cn1nnc2ccccc21 (stereo not drawn) was read as L3MBTL1 block -1%, GAA glycogen -9%, GAA inh 0%, GAA spleen mod 5%, RGS12 GoLoco inh 0%, TR SRC2 fluor cs 0%, TRb SRC2 PPI -13% and RECQ1 helicase inactive.
For Cc1ccc(NC(=O)COC(=O)CCc2ccc(S(=O)(=O)N3CCOCC3)cc2)cc1C the results were L3MBTL1 block inconclusive, GAA glycogen -2%, GAA inh inconclusive, GAA spleen mod -6%, RGS12 GoLoco inh -4%, TR SRC2 fluor cs 2%, TRb SRC2 PPI 4% and RECQ1 helicase inactive.
COC(=O)c1[nH]c2cccc(OC)c2c1NC(=O)C(C)N1CCC(C)CC1 (stereo not drawn) was read as GAA glycogen 7%, GAA inh -1%, GAA spleen mod -9%, RGS12 GoLoco inh 6%, TR SRC2 fluor cs -1%, TRb SRC2 PPI 0% and RECQ1 helicase -7%.
Screening COC(=O)CN(c1nc(C)c(Cl)c(OC)n1)S(=O)(=O)c1ccc(C)cc1 returned L3MBTL1 block 0%, GAA glycogen -1%, GAA inh -3%, GAA spleen mod 0%, RGS12 GoLoco inh 11%, TR SRC2 fluor cs -2%, TRb SRC2 PPI 4% and RECQ1 helicase inactive.
For CCOC(=O)C1=C(c2ccccc2)N=C2SCC(=O)N2C1c1ccc2c(c1)OCO2 (stereo not drawn) the results were L3MBTL1 block -6%, GAA glycogen 0%, GAA inh -8%, GAA spleen mod -14%, RGS12 GoLoco inh -4%, TR SRC2 fluor cs 0%, TRb SRC2 PPI 5% and RECQ1 helicase -14%.
For CCOC(=O)c1[nH]c(C)c(C(=O)NCCc2ccc(OC)cc2)c1C the results were L3MBTL1 block -7%, GAA glycogen -5%, GAA inh -9%, GAA spleen mod 2%, RGS12 GoLoco inh 1%, TR SRC2 fluor cs 3%, TRb SRC2 PPI -1% and RECQ1 helicase inactive.
C[C@@H]1OC(O[C@H]2[C@H](Oc3cc(O)c4c(=O)c(O)c(-c5ccc(O)cc5)oc4c3)O[C@H](CO)[C@@H](O)[C@@H]2O)[C@H](O)[C@H](O)[C@H]1O (stereo partly drawn) was read as GAA spleen mod -6%, TR SRC2 fluor cs -8%, TRb SRC2 PPI -6% and RECQ1 helicase -9%.
For CCCCC(=O)Nc1ccc(C(=O)c2ccccc2)cc1 the results were L3MBTL1 block 12%, GAA glycogen -15%, GAA inh 1%, GAA spleen mod 1%, RGS12 GoLoco inh -4%, TR SRC2 fluor cs -1%, TRb SRC2 PPI -3% and RECQ1 helicase inactive.
`CCOC(=O)c1ccccc1NC(=O)c1ccccc1N(C)S(C)(=O)=O` gave GAA glycogen 7%, GAA inh 2%, GAA spleen mod -7%, RGS12 GoLoco inh 12%, TR SRC2 fluor cs 0%, TRb SRC2 PPI -6% and RECQ1 helicase 7%.
Screening NC(=O)N1CCc2ccccc21 returned L3MBTL1 block -17%, GAA glycogen 8%, GAA inh -14%, RGS12 GoLoco inh 3%, TR SRC2 fluor cs -1%, TRb SRC2 PPI -1% and RECQ1 helicase -8%.
Clc1ccc(CSCCc2ccncc2)cc1 was read as GAA glycogen 0%, GAA inh -4%, GAA spleen mod -4%, RGS12 GoLoco inh 9%, TR SRC2 fluor cs 1%, TRb SRC2 PPI -22% and RECQ1 helicase inactive.
Cc1ccc(SCC(=O)c2ccc[nH]2)cc1 was read as L3MBTL1 block -5%, GAA glycogen 1%, GAA inh -4%, GAA spleen mod -18%, RGS12 GoLoco inh 10%, TR SRC2 fluor cs -2%, TRb SRC2 PPI -2% and RECQ1 helicase -3%.
CC1CC1C(=O)Nc1cc(S(=O)(=O)N2CCOCC2)ccc1N1CCCC1 (stereo not drawn) was read as L3MBTL1 block 5%, GAA glycogen -3%, GAA inh -5%, GAA spleen mod 2%, RGS12 GoLoco inh 7%, TR SRC2 fluor cs 1%, TRb SRC2 PPI 1% and RECQ1 helicase inactive.
For Cc1cc(C)n(C2CC(=O)N(c3ccccc3)C2=O)n1 (stereo not drawn) the results were L3MBTL1 block -27%, GAA glycogen 4%, GAA inh 2%, GAA spleen mod 1%, RGS12 GoLoco inh 11%, TR SRC2 fluor cs 0%, TRb SRC2 PPI -9% and RECQ1 helicase inactive.
CC/C(=N/NC(=O)CCC(=O)Nc1ccccc1OC)c1ccccc1 was read as L3MBTL1 block 7%, GAA glycogen -3%, GAA inh inconclusive, GAA spleen mod 0%, RGS12 GoLoco inh -1%, TR SRC2 fluor cs 1%, TRb SRC2 PPI 3% and RECQ1 helicase 3%.
For CCOC(=O)N1CCN(c2ncnc3c2cnn3-c2ccc(Cl)cc2)CC1 the results were L3MBTL1 block -12%, GAA glycogen 3%, GAA inh 6%, GAA spleen mod -6%, RGS12 GoLoco inh -8%, TR SRC2 fluor cs -2%, TRb SRC2 PPI -14% and RECQ1 helicase 3%.
CC(C)CN1CCC(=O)N(CCSc2ccc(Br)cc2)CC1 was read as GAA glycogen 8%, GAA spleen mod -1%&4%, RGS12 GoLoco inh 7%, TR SRC2 fluor cs -2%&-2%, TRb SRC2 PPI -3%&4% and RECQ1 helicase -14%.
Screening COc1ccc(CCn2c(SCC(=O)Nc3cc(C)on3)nc3ccsc3c2=O)cc1OC returned L3MBTL1 block 1%, GAA glycogen -2%, GAA inh 2%, GAA spleen mod -9%, RGS12 GoLoco inh -6%, TR SRC2 fluor cs 2%, TRb SRC2 PPI 3% and RECQ1 helicase 9%.
